m5-HT2A agonist: mouse HTR2A agonism via beta-arrestin recruitment; P35363; CHO-K1 mHTR2A beta-arrestin complementation, luminescence; percent of 30 µM serotonin response; activation, % at 7.6 µM; 0.66% of 360,000 active; AID 624169;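 active = activation above a run cutoff, the mean activation of all tested compounds plus 3 SD, cut at about 14% in these data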;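 also: 0% = plate median of compound wells and 100% = 30 µM serotonin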
CaV13 ICDI inh: Primary screen for inhibitors of IQ motif and Ca2+-dependent inactivation inhibitor domain binding in CACNA1D, Förster resonance energy transfer in living cells, …; HEK cells, CFP/YFP FRET ICDI-IQ, plate reader, 10 min; percent FRET-ratio fall versus neutral wells; inhibition, % at 12.3 µM; 0.098% of 340,000 active; AID 743397;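 active = mean replicate inhibition of at least 30% and at least 1% of replicates passing that level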;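 also: 0% = median of the neutral control wells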
MC4R ag barr: agonists of human melanocortin 4 receptor (MC4R) beta-arrestin; P32245; U2OS MC4R beta-arrestin complementation, luminescence; percent of melanotan II response, DMSO zero; activation, % at 8.9 µM; 0.98% of 360,000 active; AID 540308;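 active = activation above a per-plate cutoff, the mean activation of sample wells on that plate plus 3 SD, cut at about 8% in these data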
Target sequence (P32245 whole entry, looked up): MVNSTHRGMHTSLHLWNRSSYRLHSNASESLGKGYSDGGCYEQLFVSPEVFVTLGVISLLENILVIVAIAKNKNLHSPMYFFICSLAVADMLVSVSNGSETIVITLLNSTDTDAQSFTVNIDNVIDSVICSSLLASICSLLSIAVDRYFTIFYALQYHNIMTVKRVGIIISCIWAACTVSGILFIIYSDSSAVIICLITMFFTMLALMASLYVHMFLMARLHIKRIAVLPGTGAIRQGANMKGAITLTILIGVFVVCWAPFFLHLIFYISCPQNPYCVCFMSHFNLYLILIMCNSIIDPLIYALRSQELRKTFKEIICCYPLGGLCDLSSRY
N-glyco inh: N-linked glycosylation inhibition | D54 ERlucT glycosylation luciferase reporter, 24 h; percent of 100 nM tunicamycin response | reporter increase, % at 12.5 µM | 0.23% of 360,000 active | AID 588692;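 active = mean luciferase reporter signal, scaled so untreated is 0 and the glycosylation-blocking control 100, at or above a set limit in every replicate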;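 also: luciferase carries N-glycosylation sites so blocking glycosylation raises the light; 0% = median of neutral control wells and 100% = median of 100 nM tunicamycin wells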
Cardio protect: modulators protecting cardiomyocytes from myocardial damage; H9c2 cardiomyocytes, H2O2 injury protection, ATPLite, 2 h; protection from H2O2 cell death, % at 20 µM; 0.63% of 360,000 active;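 active = compounds giving at least 50% protection of heart cells from peroxide-induced death in the single-dose screen, raw or plate-pattern-corrected value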;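 also: 0% = DMSO wells with peroxide and 100% = DMSO wells without peroxide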
ABHD5-PLIN5 inh: ABHD5-PLIN5 protein interaction inhibition | Q00G26+Q8WTS1 | Split G. princeps luciferase complementation, luminescence, 4 h | inhibition, % at 4 µM | 0.78% of 360,000 active;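 active = inhibition above the mean inhibition across every tested compound plus 3 SD, cut at about 22% in these data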;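 also: 0% = DMSO only wells and the 100% control is not disclosed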
MC4R antagonist: blocks human MC4R cAMP signaling | P32245 | inhibition, % at 6.5 µM | AID 540295 | 0.48% of 360,000 active | MC4R-expressing cells, MTII-stimulated cAMP, LANCE TR-FRET;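 active = inhibition above its plate's cutoff, the mean of tested wells on that plate plus 3 SD, cut at about 29% in these data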;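 also: 0% = Melanotan II alone and 100% = Melanotan II plus saturating MCL0020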
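Material: human MC4R-expressing U2OS cells. Probe or stimulus: Melanotan II challenge. Dosing: 6.5 µM single dose. Times: 30-min compound, 1-h challenge, 1-h detection, room temperature. Technique: TR-FRET with Eu-cAMP and labeled anti-cAMP, 671 nm. Replication: singlicate.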
ABCB6 inh 2: human ABCB6 transporter inhibition; Q9NP58; K562-ABCB6 porphyrin accumulation, flow cytometry, 1 h; hits give low values; fluorescence ratio to DMSO, % at 10 µM; 0.19% of 360,000 active; AID 602162;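 active = fluorescence ratio to DMSO below 75%, the collection mean minus 3 SD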;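 also: signal is porphyrin accumulated inside mitochondria; 100% equals median channel fluorescence of DMSO control wells; lower ratio means ABCB6 inhibition with less porphyrin fluorescence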
Granule exo inh: blocks lytic granule exocytosis; TALL-104 LAMP-1 surface exposure, flow cytometry; cells stimulated with thapsigargin and PMA; inhibition, % at 10 µM; 0.66% of 360,000 active; AID 651702;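 active = inhibition above about 55%, limit read from the data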
PDI turbidity: inhibitors of human protein disulfide isomerase; AID 588391; 0.052% of 350,000 active; PDI insulin aggregation turbidity, A650, 90 min; inhibition, % at 10 µM;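 active = mean inhibition across replicates of 30% or more, whatever share of single replicates reach that level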;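 also: absorbance from insulin aggregation driven by PDI reduction with DTT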
Target sequence (P07237 whole entry, looked up): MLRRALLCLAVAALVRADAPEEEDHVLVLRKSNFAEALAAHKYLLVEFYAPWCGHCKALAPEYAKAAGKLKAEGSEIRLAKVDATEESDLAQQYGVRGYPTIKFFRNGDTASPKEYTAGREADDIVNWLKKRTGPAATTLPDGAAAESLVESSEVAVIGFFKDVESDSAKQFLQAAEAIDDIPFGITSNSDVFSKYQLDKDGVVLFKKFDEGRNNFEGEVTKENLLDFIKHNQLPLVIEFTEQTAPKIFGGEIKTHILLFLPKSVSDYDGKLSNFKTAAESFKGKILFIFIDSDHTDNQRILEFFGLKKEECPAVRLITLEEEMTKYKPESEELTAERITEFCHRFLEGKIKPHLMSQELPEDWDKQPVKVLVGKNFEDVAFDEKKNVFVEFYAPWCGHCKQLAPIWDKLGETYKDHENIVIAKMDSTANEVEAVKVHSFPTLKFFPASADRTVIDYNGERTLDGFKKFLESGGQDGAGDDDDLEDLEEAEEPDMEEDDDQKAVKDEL
* = called active by the depositor; . = not tested or not shown.

SMILES | m5-HT2A agonist | CaV13 ICDI inh | MC4R ag barr | N-glyco inh | Cardio protect | ABHD5-PLIN5 inh | MC4R antagonist | ABCB6 inh 2 | Granule exo inh | PDI turbidity
O=c1c2cc(N3CCOCC3)ccc2[nH]c(=S)n1CCN1CCCC1 | 1 | -5 | -1.0 | 0 | 2 | -14 | 10 | 101 | 14 | 5
O=C(CN(C(=O)Cn1nnc(-c2ccc(F)cc2)n1)c1cnc2ccccc2c1)NCC1CCCO1 (centres undefined) | 3 | 15 | 1.4 | -3 | -6 | 3 | 1 | 104 | 0 | -2
COC(=O)c1ccc2c(c1)NC(=O)C1CCCN21 (centres undefined) | -2 | . | -0.1 | 2 | 32 | -23 | 16 | 104 | 0 | .
CCn1c(SCC(=O)NC(=O)c2ccccc2OC)nc2ccccc21 | 6 | -7 | -2.6 | 0 | 15 | 2 | 8 | 96 | -3 | -3
CCN(CC(=O)Nc1c(F)cccc1F)C(=O)c1ccc(Cl)c(S(=O)(=O)N2CCCC2)c1 | -9 | -6 | -1.9 | 0 | -2 | 1 | -2 | 96 | 3 | -1
O=C(Nc1cccc(-c2cc3ccccc3oc2=O)c1)c1ccc(Br)o1 | 1 | . | -0.7 | 0 | 18 | 9 | -3 | 110 | -4 | 8
Cc1cc(/C=N/n2cnnc2)c(C)n1-c1ccc(OCc2ccc(F)cc2)cc1 | 1 | -6 | 0.1 | -7 | -22 | 4 | 3 | 95 | 2 | -6
Cn1c(=O)[nH]c(=O)c2c1nc(N1CCCCCC1)n2CCSc1nc2ccccc2[nH]1 | -2 | . | 1.2 | 1 | 15 | -1 | 3 | 101 | -4 | 6
N=c1sccn1CC(=O)Nc1cc(S(=O)(=O)N2CCCCC2)ccc1Cl | 0 | -2 | 0.6 | 10 | 8 | 5 | 14 | 99 | -4 | 2
CC(C)C[C@H](NC(=O)c1nc[nH]c1C(=O)N1CCN(C(=O)OC(C)(C)C)CC1)C(=O)OCc1ccccc1 | -1 | -5 | -0.8 | -9 | -13 | -4 | 34* | 100 | -1 | -3
CC(=O)n1cc([C@H]2C=C(C(=O)N3CCOCC3)O[C@@H](OCCCCO)C2)c2ccccc21 | 14 | -12 | 0.4 | 2 | -2 | 6 | 3 | 103 | -2 | 5
Cc1cc(C)c(NC(=O)CCCCCNC2CCCCC2)c(C)c1 | 0 | -3 | 0.6 | 3 | -1 | 1 | 7 | 96 | -3 | 3
CCOC(=O)c1sc(N(Cc2ccccc2)C(=O)COC(=O)c2ccccc2O)nc1C | 0 | -5 | -1.1 | 6 | 0 | -4 | -4 | 106 | -2 | -1
COc1cccc(CN2CCC(Oc3ccc(C(=O)NCc4ccccn4)cc3)CC2)c1O | -4 | -7 | -0.8 | -2 | 1 | 5 | 5 | 90 | -2 | 3
Cc1cc2c(cc1S(=O)(=O)N1CC(C)CC(C)C1)OCC(=O)N2 (centres undefined) | 2 | -6 | 5.9 | 1 | -2 | -4 | 12 | 99 | -1 | .
CC(=O)c1cc(-c2ccc(F)cc2)n(CCC(=O)Nc2cccnc2)c1C | -5 | -6 | -0.7 | 3 | 1 | 4 | 2 | 98 | 2 | 21
Cc1cc(NC(=O)c2c(F)c(F)c(F)c(F)c2F)no1 | 5 | -4 | 0.2 | -3 | -8 | -3 | 10 | 86 | 0 | -6
CCOc1cc(/C=C2\NC(=O)NC2=O)cc([N+](=O)[O-])c1O | -1 | -4 | 0.3 | -2 | 0 | 3 | -33 | 100 | 3 | 0
CC(C)CNC(=O)c1cccc(NC(=O)Cc2ccc(Cl)cc2)c1 | -4 | -4 | 2.3 | -1 | 1 | 10 | 3 | 100 | 3 | -6
COCCCNC(=O)c1ccccc1-c1cc(C)no1 | -3 | -4 | -0.1 | -1 | 6 | -4 | -1 | 96 | 4 | 3
Cc1cc(C)n2c(Nc3c(C)cccc3C)c(-c3cccnc3)nc2n1 | 1 | -11 | . | . | . | -7 | . | 147 | 4 | .
COC(=O)Cc1c(C)c2ccc(OC(=O)c3ccco3)cc2oc1=O | 9 | . | -4.5 | 2 | 14 | -1 | -4 | 95 | 2 | -2
CC(=O)Nc1cc2cc(NS(=O)(=O)c3ccc(Cl)cc3)ccc2oc1=O | 8 | -4 | 0.4 | 3 | 3 | 13 | 7 | 100 | 6 | -28
CSc1nc(N)nc(SCC(=O)OC(C)C)c1C#N | -3 | -5 | -1.7 | 2 | 10 | -7 | -8 | 94 | -3 | 3
O=C(c1ccc(Br)cc1)N(c1ccccn1)C1CCCCC1 | 2 | -7 | -0.3 | -2 | -3 | -8 | 2 | 101 | 0 | 2
Cc1ccccc1N1CCN(C2CCCN(C(=O)c3ocnc3C)C2)CC1 (centres undefined) | -11 | -4 | -0.6 | 0 | -3 | -6 | -5 | 98 | -1 | -3
COc1ccc(OC(F)(F)F)cc1CC1(C)C(=O)Nc2c(Cl)ccc(Cl)c21 (centres undefined) | 5 | . | -0.5 | -6 | -19 | -10 | 17 | 96 | 3 | 15
CC(C)Nc1ccc(C(CC(N)=O)NC(=O)Cc2ccc(Cl)cc2)cc1[N+](=O)[O-] (centres undefined) | 0 | -10 | -0.1 | 41* | 2 | -7 | 14 | 97 | -5 | -4
Cc1ccccc1-c1noc(-c2ccccc2C(=O)O)n1 | -3 | 1 | -0.1 | 0 | 5 | -1 | 9 | 91 | 1 | 1
CCC(CNc1cc(OC)cc2cccnc12)NC1CCCCC1 (centres undefined) | -2 | -23 | -1.1 | 1 | -16 | -11 | -4 | 130 | 40 | -2
O=S1(=O)Nc2c(ccc3cccnc23)-c2ccccc21 | -11 | . | -1.6 | -17 | 44 | -3 | 6 | 102 | -1 | -2
O=C(O)CCn1c(O)c(C=C2N=c3ccccc3=N2)sc1=S | 12 | -14 | -1.5 | 1 | -10 | 1 | -1 | 97 | 0 | 0
CCn1c(Cc2ccccc2)nnc1SCC(=O)Nc1ccc(OC)cc1 | 9 | -5 | -0.1 | -1 | -4 | 12 | 8 | 102 | 0 | -4
CCCOC(=O)c1c(NC(=O)C2CCCO2)sc(C(=O)OC)c1C (centres undefined) | 5 | -2 | 0.7 | 0 | -11 | 4 | 9 | 89 | 22 | -4
Cc1cc(=O)n2nc(N3CCC(C(=O)NCc4ccccc4)CC3)sc2n1 | 12 | -13 | -2.8 | 3 | 0 | 16 | -1 | 99 | -4 | 15
Cc1ccsc1C(=O)Nc1ccc(C(=O)O)cc1 | -2 | -5 | -0.6 | -2 | 6 | -2 | 2 | 104 | 2 | -9
Cc1ccc(S(=O)(=O)N(CC(=O)O)c2ccc(Cl)c(C(F)(F)F)c2)cc1 | -1 | 13 | -2.9 | 1 | 20 | -4 | -1 | 98 | -1 | 1
Cc1ccc(NC(=S)NN(C)c2cc(C)nc(C)n2)cc1 | 5 | -5 | -2.7 | 0 | 2 | 2 | -2 | 105 | -3 | 4
CC1(C(=O)Nc2ccc3[nH]ncc3c2)CCN1C(=O)C1(c2ccccc2)CC1 (centres undefined) | 0 | -10 | -0.5 | -4 | -2 | -1 | -8 | 101 | -1 | 5
CC1=C(C#N)C(Nc2ccc(C)cn2)(C(F)(F)F)C(=O)N1 (centres undefined) | 3 | -6 | 1.5 | 0 | 1 | 4 | 17 | 102 | 1 | -1
O=C(CNC(=O)OCc1ccccc1)NC1CCCCCC1 | 5 | -5 | -2.1 | 0 | -1 | 2 | 11 | 101 | -1 | 5
Cc1ccnc(NC(=O)c2oc3ccccc3c2C)c1 | -5 | -6 | -2.8 | -18 | -18 | 9 | -4 | 100 | 4 | 7
COc1ccc([C@H]2N[C@]3(CCCN(Cc4ccc(Br)cc4)C3=O)[C@H]3C(=O)N(Cc4ccccc4)C(=O)[C@@H]23)cc1 | 14 | -12 | -1.8 | -1 | 0 | 3 | -1 | 94 | 5 | -2
CCCCn1c(/C=N/Nc2nc3ccccc3[nH]2)nc2ccccc21 | -8 | -7 | -4.7 | 0 | -17 | -2 | 7 | 91 | 6 | 17
COc1cccc(/C=N/n2c(SC)nnc2-c2ccccc2)c1OC | 0 | . | 0.5 | -4 | 12 | -7 | 10 | 97 | 0 | 0
CCC(NC(=O)c1cncc(Br)c1)c1ccccc1 (centres undefined) | -1 | -5 | -0.8 | 0 | 1 | 7 | 9 | 102 | 5 | -3
Nc1nnc(CCCCc2cccs2)o1 | -2 | . | -2.3 | 2 | 1 | -7 | 3 | 99 | 2 | -6
CCc1ccc(NC(=O)c2ccc(OC)c([N+](=O)[O-])c2)cc1 | -4 | -4 | -1.6 | -1 | -3 | 1 | -4 | 104 | -3 | 6
CCOC(=O)COc1ccc2c3c(c(=O)oc2c1C)CCC3 | -3 | -4 | -0.8 | -1 | -18 | -5 | -2 | 92 | 2 | 10
O=C(CCc1nnc(CCC2CCCCC2)o1)NCc1ccon1 | 5 | -4 | -1.6 | -3 | 0 | -3 | 5 | 89 | 1 | 2
S=C(Nc1ccc(Br)cc1)N1CCn2cccc2C1c1cccnc1 (centres undefined) | -1 | -7 | -0.9 | 1 | -4 | -10 | 9 | 103 | 0 | 0
COC(=O)c1ccc(OCCOc2ccc(C(=O)OC)cc2)cc1 | 0 | -5 | -2.3 | 0 | 6 | -5 | 6 | 94 | -2 | -1
O=C(Nc1ccccc1N1CCOCC1)c1cccc(F)c1 | 2 | -20 | -1.3 | -1 | -3 | 1 | 15 | 105 | 0 | 8
O=C(N/N=C/c1ccccn1)c1ccc(Cl)cc1 | -9 | . | -5.5 | 11 | 0 | 1 | 2 | 99 | 15 | -1
c1ccc(-c2nc3c4ccccc4ccn3c2CC2CCCCC2)cc1 | 1 | -5 | . | . | . | 0 | . | 119 | 2 | .
COC(=O)[C@H](Cc1c[nH]c2ccccc12)NC(=O)CCCc1c[nH]c2ccccc12 | 0 | -14 | -0.2 | -2 | 1 | 7 | 28 | 94 | 74* | 8

Laid out differently: 5 of the compounds above
molecule	m5-HT2A agonist	CaV13 ICDI inh	MC4R ag barr	N-glyco inh	Cardio protect	ABHD5-PLIN5 inh	MC4R antagonist	ABCB6 inh 2	Granule exo inh	PDI turbidity
CCOC(=O)COc1ccc2c3c(c(=O)oc2c1C)CCC3	-3	-4	-0.8	-1	-18	-5	-2	92	2	10
O=C(CCc1nnc(CCC2CCCCC2)o1)NCc1ccon1	5	-4	-1.6	-3	0	-3	5	89	1	2
S=C(Nc1ccc(Br)cc1)N1CCn2cccc2C1c1cccnc1 (centres undefined)	-1	-7	-0.9	1	-4	-10	9	103	0	0
COC(=O)c1ccc(OCCOc2ccc(C(=O)OC)cc2)cc1	0	-5	-2.3	0	6	-5	6	94	-2	-1
O=C(Nc1ccccc1N1CCOCC1)c1cccc(F)c1	2	-20	-1.3	-1	-3	1	15	105	0	8

Source: PubChem (several laboratories)
